TAG inh = inhibitors of triacylglycerol accumulation | actives 0.66% (n = 230,000) | AID 651582 | H9c2 cells, Nile Red lipid (TAG) fluorescence; cells loaded with 200 µM oleic acid | inhibition, % at 12.5 µM;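 active = pattern-corrected inhibition of lipid staining of at least 50% with the nuclear-stain viability signal not falling by more than 50%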;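 note: 0% = DMSO wells and 100% = triacsin C control wells; some results filed as inactive read as strong as hits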
TAG inh DAPI viability = second read-out of TAG inh, no call of its own (marks repeat the call); DAPI nuclei signal change (viability), lower = more cytotoxic, %;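 whole-well DAPI fluorescence read on a plate reader as a viability signal; minus 50 percent equals half of cells still viable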
Active calls of the source: *.

Every second line gives: TAG inh	TAG inh DAPI viability
C=CCn1c(SCC(=O)NC(=O)c2cccn2C)nc2ccccc2c1=O
 : -28	8
N/C(=N\OC(=O)c1ccc2c(c1)OCO2)c1ccncc1
 : -6	13
COc1ccc(CC(=O)Oc2ccccc2C)cc1S(=O)(=O)N1CCOCC1
 : -11	8
COc1ccc(-c2n[nH]c(=S)n2C2CCCCC2)cc1
 : 3	-4
CCN(C(=O)CSc1nnc(C)n1-c1ccccc1)C1CCS(=O)(=O)C1 (stereo not given)
 : 1	0
CCc1noc(C)c1C(=O)OCC(=O)c1ccccc1OC
 : -1	0
COc1cccc(-c2nn(C)c3sc(C(=O)NCc4ccc(C)cc4)cc23)c1
 : 32	5
CCc1c(C)nc2ccc(Br)cc2c1SCCC#N
 : -9	-1
CCC(C)[C@@H](C(=O)Nc1ccc(OC)c(OC)c1)N1Cc2ccccc2C1=O (stereo not given in full)
 : 19	-7
O=C1[C@H]2[C@@H](c3ccc(C(F)(F)F)cc3)N[C@]3(CCCN(Cc4ccc(F)cc4)C3=O)[C@H]2C(=O)N1Cc1ccccc1
 : 0	6
COc1ccc(C(=O)NCc2ccccn2)cc1
 : 9	-14
COc1ccccc1-n1nnnc1SCC(=O)Nc1oc(C)c2c(C)n[nH]c(=O)c12
 : 23	0
O=C1CN(C(=O)c2cccc([N+](=O)[O-])c2)CC(=O)N1
 : 3	-16
O=c1[nH][nH]c2cc([N+](=O)[O-])ccc12
 : -14	-2
CCOc1cc(C(=O)N=c2sccn2C)ccc1OC(F)F
 : 13	-10
O=C(CSC1=NS(=O)(=O)c2cc(F)ccc2N1)Nc1ccc(F)cc1
 : 12	-3
COc1cccc(NC(=O)C2CC(=O)N/C(=N/NC(=O)c3ccc(C)cc3)S2)c1 (stereo not given)
 : 20	-20
O=C(NCCCNCc1ccccc1)c1ccccn1
 : 7	8
COc1ccc2[nH]c(C)c(CCN(Cc3cccs3)C(=S)Nc3cccc(F)c3)c2c1
 : 18	-2
O=C(N/N=C/c1cccnc1)c1ccccc1Br
 : 0	2
COCCN1C(=O)c2oc3ccccc3c(=O)c2C1c1ccc(O)c(OC)c1 (stereo not given)
 : -4	4
COC(=O)Cc1cc(=O)n2[nH]c(SC)nc2n1
 : -5	-1
N#C/C(=N/Nc1ccc([N+](=O)[O-])cc1)C(=N)N1CCCCC1
 : 6	1
CCN(CC)C(=O)c1cc(Cl)ccc1NC(=O)c1ccco1
 : 1	6
COc1cccc(/C=N/NC(=S)NCc2ccco2)c1OC
 : -1	8
Cc1ccc(C(=O)NNC(=O)CSc2nnc(-c3ccccc3)n2Cc2ccccc2)cc1
 : 2	5
O=C(NCCC1CCCCN1S(=O)(=O)c1ccccc1)C(=O)NC1CCCC1 (stereo not given)
 : 23	-3
NC(=O)C1CCN(C(=O)CSc2nc3ccccc3s2)CC1
 : -20	15
O=S(=O)(NC1CC2CCC1C2)c1ccc(Cl)cc1 (stereo not given)
 : -8	-6
COc1ccccc1-c1cc(NC=O)c2ncc(-c3cccc(C(=O)N(C)C)c3)n2c1
 : 59*	-41*

Random excerpt: two records from the list, in no set order.
Every second line gives: TAG inh	TAG inh DAPI viability
O=S(=O)(NC1CC2CCC1C2)c1ccc(Cl)cc1 (stereo not given)
 : -8	-6
COC(=O)Cc1cc(=O)n2[nH]c(SC)nc2n1
 : -5	-1

Reprinted from the entries so far for reference:
Every second line gives: TAG inh	TAG inh DAPI viability
N#C/C(=N/Nc1ccc([N+](=O)[O-])cc1)C(=N)N1CCCCC1
 : 6	1
CCN(CC)C(=O)c1cc(Cl)ccc1NC(=O)c1ccco1
 : 1	6
COc1cccc(/C=N/NC(=S)NCc2ccco2)c1OC
 : -1	8
Cc1ccc(C(=O)NNC(=O)CSc2nnc(-c3ccccc3)n2Cc2ccccc2)cc1
 : 2	5

Next structures
Every second line gives: TAG inh	TAG inh DAPI viability
COc1ccc(C(C)=O)cc1CSc1nncn1C
 : 13	4
COc1cc(OC)c(OC)cc1/C=C/C(=O)OCC(=O)Nc1c(C)n(C)n(-c2ccccc2)c1=O
 : -17	4
CC1CN(S(=O)(=O)c2cccc(C(F)(F)F)c2)CC(C)O1 (stereo not given)
 : 2	-12
Cc1ccc(C(=O)NCC2CCCO2)cc1[N+](=O)[O-] (stereo not given)
 : 1	3
COc1ccc(-c2cc(C(=O)N(C)CC(=O)Nc3ccccc3Br)c3ccccc3n2)cc1OC
 : 24	1
CCCNC(=O)N(C)C[C@@H]1Oc2cc(C#CC(C)(C)O)ccc2S(=O)(=O)N([C@H](C)CO)C[C@H]1C
 : 0	-1
COC(=O)c1ccc(C(=O)OC)c(NC(=O)CSCc2ccc(Cl)cc2)c1
 : -8	-10
C=CC[C@H](CC(=O)N(CCO)Cc1ccccc1)C(=O)N[C@H](COC(=O)[C@H](CC=C)CC(=O)OC(C)(C)C)Cc1ccccc1
 : 22	-16
COc1ccc(C(C)(O)c2nc(-c3ccccc3OC)cs2)cc1 (stereo not given)
 : -14	-3
COc1ccc(Nc2nc(N)nc(SCc3nnc(C)s3)n2)cc1
 : 7	5
CCOc1ccccc1C(=O)N[C@H](C(=O)OCC(=O)Nc1nnc(-c2ccccc2)o1)C(C)C
 : -2	4
C#CCN(C[C@H]1[C@H](OC(=O)NC2CCCC2)[C@H](OC(=O)NC2CCCC2)C[C@H]2C(=O)N(c3ccccc3)C(=O)[C@@H]12)S(=O)(=O)c1ccc(C)cc1
 : 8	-3
COc1ccc(-c2nn(-c3ccccc3)cc2/C=C2/SC(=S)N(CCCC(=O)O)C2=O)c(C)c1
 : -6	-6
COc1cc(NC(=O)c2ccccc2)c(OC)cc1NC(=O)CN1C(=O)NC2(CCCCC2)C1=O
 : 4	0
CC(=O)N(Cc1ccccc1)c1c(N)nc(N)[nH]c1=O
 : -12	8
Cc1ccc2nc(N3CCOCC3)c3nncn3c2c1
 : 9	3
CCOC(=O)c1c(/N=C/c2ccc(C)cc2O)sc2c1CCN(C)C2
 : 2	-2
O=C(NNS(=O)(=O)c1ccccc1Cl)C1COc2ccccc2O1 (stereo not given)
 : -9	-3
CCOc1ccccc1-n1nnnc1SCC(=O)NCC1(N2CCOCC2)CCCCC1
 : -30	-4
COc1ccccc1CCC(=O)Nc1ccc2c(c1)CN(Cc1ccc(CO)o1)CC2
 : 3	3
COc1ccc(N2C(=O)C(C)C(Cc3ccc(C)cc3)C2=O)cc1 (stereo not given)
 : 9	-4
Cn1c(SCC(=O)Nc2ccc(F)cc2)nnc1-c1cccnc1
 : 3	-10
S=C(c1ccccc1)N1CCCC1
 : 3	7
C[n+]1c2n(c3ccccc31)N=C(c1ccc(Br)cc1)CS2
 : -123	-1
Cc1ccc(S(=O)ONc2cccc(NOS(=O)c3ccc(C)cc3)c2)cc1 (stereo not given)
 : -3	-17
Cc1nnc(SCC(=O)NNC(=O)c2ccco2)n1-c1ccccc1
 : -8	9
O=C(NCc1ccco1)C(c1cccnc1)N(C(=O)Cn1nnc2ccccc21)c1ccccc1 (stereo not given)
 : 18	-7
CCOc1ccc(S(=O)(=O)NCCC(=O)NCCc2ccc(C(C)C)cc2)cc1
 : 4	7
Cc1ccc(OCC(=O)Nc2ccc3c(c2)nc(CCN2CCN(c4ccccn4)CC2)n3C)cc1
 : -18	24
Cn1c(Cc2cccs2)nnc1SCC(=O)Nc1ccccc1
 : -8	8
CN(C)S(=O)(=O)c1ccc(NC(=S)NC(=O)C2CCC2)cc1
 : -8	6
CC(C)(C)OC(=O)N1Cc2cc3ccccc3nc2C1
 : 9	-5
O=c1c(Cl)c(N2CCN(S(=O)(=O)c3ccc(F)cc3)CC2)cnn1-c1cccc(Cl)c1
 : 8	-8
Cc1ccccc1C(=O)Nc1ccccc1C(=O)N/N=C\c1ccco1
 : -6	0
Cc1nc2nc[nH]n2c(=O)c1NS(=O)(=O)c1ccc(F)cc1
 : -5	12
NS(=O)(=O)c1ccc(CCNC(=O)CSc2nnc3ccccn23)cc1
 : 12	-16
COc1cc(CN2CCN(Cc3cn(C)c4ccccc34)CC2CCO)cc(OC)c1 (stereo not given)
 : 5	7
Cc1ccc(-c2csc3ncn(CC(=O)N4CCOCC4)c(=O)c23)cc1C
 : 13	-9
Cc1oc2c(O)c(O)ccc2c(=O)c1-c1cnn(-c2ccccc2)c1
 : -15	13
O=C(CN1CCN(Cc2ccccc2)CC1)NC(c1ccccc1)c1ccccc1
 : -87	5
Cc1ccc(Nc2nc(NCC3CC3)nc3ccsc23)c(C)c1
 : 33	-34
CCOc1ccc(CCNC(=O)COC(=O)c2cc(OC)c(OC)cc2[N+](=O)[O-])cc1OCC
 : 36	-2
O=C(CCN1C(=O)c2ccccc2S1(=O)=O)N1CCN(c2ccccc2)CC1
 : -7	-3
COc1ccc(NC(=O)c2nn(C)c(=O)c3ccccc23)cc1S(=O)(=O)Nc1ccccc1Cl
 : 17	4
CC1=C(C(=O)OC(C)C)C(c2c(O)ccc3ccccc23)NC(=O)N1 (stereo not given)
 : 4	-7
Cn1c(=O)oc2cc(S(=O)(=O)NCc3ccc(F)cc3)ccc21
 : 0	4
CCCCC(=O)NCCNc1nc2c(c(=O)n(C)c(=O)n2C)n1Cc1ccc(F)cc1
 : 16	-11
Cc1cccc(C)c1NC(=O)CNC(=O)CN1C(=O)NC2(CCc3ccccc32)C1=O (stereo not given)
 : -2	2
COC(=O)c1ccc(OCC(=O)c2ccc(C)c(C)c2)cc1
 : -3	8
Oc1ccc(-c2cn3ccccc3n2)cc1
 : 1	-6

(listing goes on)
Every second line gives: TAG inh	TAG inh DAPI viability
CCOC(=O)C1CCCN(C(=O)c2cc3ccccc3oc2=O)C1 (stereo not given)
 : -15	-2
Cc1ccccc1C(=O)Nc1cc(-c2cc(C(C)(C)C)oc2C)nn1C
 : 8	-5
N#CC1=C(N)NC(SCC(=O)O)=C(C#N)C12CCCC2
 : -11	13
O=C(Nc1ccc(-c2csc(-c3ccccc3)n2)cc1)c1ccccc1
 : 16	-22
CN(C)Cc1csc(NC(=O)Nc2ccccc2Cc2ccccc2)n1
 : 11	0
C=CCOC(=O)CC(NC(=O)c1ccccc1)c1ccccc1 (stereo not given)
 : -7	10
C=CCn1c(SCC(=O)Nc2cccc(S(N)(=O)=O)c2)nnc1C1CCCCC1
 : 6	5
O=[N+]([O-])c1ccccc1S(=O)(=O)Nc1ccn(Cc2c(F)cccc2Cl)n1
 : 0	10
CCc1cc2c(N3CCN(C(=O)c4ccco4)CC3)ncnc2s1
 : 7	-8
CN1/C(=C\C(=O)C[n+]2cccc(Br)c2)C(C)(C)c2ccccc21
 : -18	0
O=c1c2ccc([N+](=O)[O-])cc2ncn1Cc1ccccc1C(F)(F)F
 : 7	13
NC(=O)N/N=C/c1cn(-c2ccccc2)nc1-c1ccccc1
 : 0	-5
COc1cc(C(C)=O)ccc1OCC(=O)Nc1ccc2nc(C)sc2c1
 : 5	-11
CCCn1cnc2c(SCc3ccc(Cl)cc3)nc(N)nc21
 : -1	-5
N#Cc1sc2nc3c(c(-c4ccco4)c2c1N)CCCC3
 : -50	31
NC(=O)C1(C(N)=O)OC1c1ccc(Cl)c(Cl)c1 (stereo not given)
 : 1	3
Cc1ccc(S(=O)(=O)N2CCN(C(=O)CSc3nnc(C)s3)C2)cc1
 : -3	12
COC(=O)c1c(-c2ccc(OC)cc2)sc2ccc(N3CCOCC3)cc12
 : -74	1
Clc1ccc(OCc2nnc(SCc3nnc(-c4ccccc4)o3)o2)c(Cl)c1
 : 5	-1
CCOc1ccc(/C(CCC(=O)O)=N/NC(=S)NCCc2ccccc2)cc1
 : -5	-3
O=C(Cc1csc(-c2ccccc2)n1)NCc1ccco1
 : 3	-8
CC(C)NC(=O)C(=O)NCCc1ccc(Cl)cc1
 : 7	12
O=C(Nc1cccc(S(=O)(=O)N2CCCC2)c1)[C@@H]1O[C@H](CO)[C@H](O)[C@H](O)[C@H]1O
 : -5	-1
Cn1c(CSCc2ccc(Cl)cc2)nnc1SCC(=O)Nc1nc2ccccc2s1
 : -6	-2
[O-]/[N+](=C\c1ccc(OC(F)F)cc1)c1ccccc1
 : -4	2
CC1(C(=O)NS(C)(=O)=O)CCN1C(=O)Cc1ccc(-c2ccccc2)cc1 (stereo not given)
 : -7	12
CN(CC(=O)Nc1ccccc1C(F)(F)F)C(=O)c1ccc2c(=O)n3c(nc2c1)CCC3
 : -2	-5
O=C(C1CCCN1C(=O)c1cccs1)N1CCc2ccccc21 (stereo not given)
 : -11	-4
O=S(=O)(c1cccc(-c2n[nH]c(=S)n2-c2ccc(OC(F)(F)F)cc2)c1)N1CCOCC1
 : -20	3
O=C(Cn1nc(C(F)(F)F)c2c1CCCCC2)N1CCOCC1
 : 3	5
O=C(O)CCc1ccc(-c2ccccc2)n1NC(=O)c1sc2ccccc2c1Cl
 : -4	19
COc1ccc(OC)c(S(=O)(=O)NC(=O)C2(C)CCN2C(=O)Cc2ccc(Cl)cc2Cl)c1 (stereo not given)
 : 2	-5
CCOC(=O)C1C(C(=O)OC)=C(c2ccc(F)cc2)c2ccccc2N1S(=O)(=O)C(F)(F)F (stereo not given)
 : -27	-6
COc1ccc2[nH]c3ccccc3c2c1
 : -15	12
COc1ccc(C)cc1N(CC(N)=O)S(=O)(=O)c1ccc(C)cc1
 : -11	-8
CCCN(CCC)CCNC(=O)c1cc2c(=O)n(CC)c3ccccc3c2s1
 : 52*	70*
Cc1ccc2nc(SCC(=O)Nc3ncccn3)[nH]c2c1
 : 16	-19
CC(C)c1nc2c(c(=O)c3ccccc3n2C)c(=O)n1CCc1ccccc1
 : -5	-1
CC1=CC(=O)Nc2ccccc2S1
 : -13	-1
Cc1csc(SCC(=O)Nc2cc(F)ccc2C)n1
 : -7	7
COC(=O)Cc1cnc(NC(=O)C2C3CCC(C3)C2C(=O)O)s1 (stereo not given)
 : 3	2
C/C(=N/NC(=O)C1CCCC1)c1ccc(NC(=O)C(F)(F)F)cc1
 : 2	-6

Compound activity as filed in PubChem BioAssay.

A portion of the library; the hit share may differ from the screen's.
